PI5P4Ka inh = blocks human PI5P4K alpha kinase activity; max response, %; PI5P4Kalpha enzyme, ADP-Glo luminescence, 60 min; stronger effect = lower value; hit rate 1.2% among 330,000; P48426; active = max response of -50% or lower; inconclusive = between -30% and -50%; inactive = -30% or higher; note: value at the top dose of about 77 µM; % is set by controls: 0 for no effect and ±100 for the full control effect
Target sequence (P48426 whole entry, looked up): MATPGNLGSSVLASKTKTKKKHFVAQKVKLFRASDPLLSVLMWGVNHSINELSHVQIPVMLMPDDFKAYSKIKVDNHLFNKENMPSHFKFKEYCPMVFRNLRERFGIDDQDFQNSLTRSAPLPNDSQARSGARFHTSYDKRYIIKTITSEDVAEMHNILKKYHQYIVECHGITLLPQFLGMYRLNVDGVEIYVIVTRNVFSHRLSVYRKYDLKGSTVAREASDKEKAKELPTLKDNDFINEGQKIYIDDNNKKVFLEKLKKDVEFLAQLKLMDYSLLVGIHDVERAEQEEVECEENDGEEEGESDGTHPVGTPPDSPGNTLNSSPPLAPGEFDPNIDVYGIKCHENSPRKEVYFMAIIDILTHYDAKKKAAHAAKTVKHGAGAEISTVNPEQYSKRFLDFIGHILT
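Quantitative HTS of the MLSMR library against PI5P4Kalpha with substrate. ATP added last at 5 microM final; room temperature, 60 minutes. Remaining ATP depleted, ADP converted and read as luminescence.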
WRN inhibitor = blocks human WRN helicase; Potency, µM (top dose mostly 114 µM), for the others: at the highest dose activity change, negative = inhibition, most hits filed as inhibitors; WRN helicase unwinding, fluorescent forked duplex, kinetic; hit rate 0.46% among 360,000; note: potency is the fitted concentration of half-maximal effect; % is set by controls: 0 for no effect and ±100 for the full control effect; nearly all actives have a fitted effect of over 55% in size
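Enzyme (20 nM final) and test compound sit together 15 min at room temperature before substrate addition. Substrate is a single-forked duplex oligonucleotide (100 nM) labelled with fluorophore and quencher, with 2 mM ATP; helicase unwinding raises red fluorescence, read kinetically.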
EPAC1 ag = activates human EPAC1 exchange factor | Potency, µM (series often up to 154 µM), inactives show at the top dose activation, actives largely listed as activators | hit rate 0.073% among 360,000 | O95398 | EPAC1 agonist qHTS, biochemical assay; response scale: 100% = response to 6.5 mM cAMP; note: potency is the fitted concentration of half-maximal effect; nearly all actives have a fitted effect of over 60% in size
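Compounds were pinned as a concentration titration into mixtures of EPAC1 (100 nM), BODIPY-GDP-loaded Rap1B (250 nM) and GDP (50 uM). After 5 min at room temperature, fluorescence was followed for 30 min; activity was scaled to 6.5 mM cAMP.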
FUS suppressor = rescues growth of FUS-expressing yeast; hit rate 0.24% among 390,000; S. cerevisiae FUS-expressing, growth rescue, OD600, 24 h; Potency, µM (titrated, usually from 76.6 µM), for the others: at the highest dose growth rescue (activation), actives largely listed as activators;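 note: potency is the fitted concentration of half-maximal effect; plate controls were DMSO vehicle for no effect and reference control for full effect; nearly all actives have a fitted effect of over 55% in size; some results filed as inactive show a strong effect at the top dose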
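Quantitative HTS measuring growth restoration of FUS-toxic yeast. Galactose-induced cells (OD 0.005) were exposed 24hr at 30C to compounds at several concentrations, then absorbance at 600 nm was recorded.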
EPAC1 antagonist = blocks human EPAC1 exchange factor | O95398 | EPAC1 GEF assay, Rap1b-BODIPY-GDP exchange fluorescence | AID 720709 | Potency, µM (doses to about 115 µM), for inactives: at the top dose activity change, negative = inhibition, usual class: inhibitors | hit rate 0.14% among 360,000;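 note: potency is the fitted concentration of half-maximal effect; plate controls were vehicle for no effect and positive control for full effect; nearly all actives have a fitted effect of over 50% in size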
Abeta yeast res = compounds reversing amyloid beta toxicity in yeast; yeast expressing A-beta42, growth rescue, OD600, 48 h; response scale: 0% DMSO, 100% iron-clioquinol control; Potency, µM (titrated, usually from 46.1 µM), for inactives: at the highest dose growth rescue, usual class: activators; hit rate 0.063% among 410,000; note: potency is the fitted concentration of half-maximal effect; nearly all actives have a fitted effect of over 55% in size
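Growth rescue measured by 600 nm absorbance after 48 h yeast culture at 30 C with compound. Values normalized between DMSO and an equimolar ferric chloride plus clioquinol control.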
IL-2 act = activates IL-2 in a cell-based reporter assay; IL-2 activation reporter assay, cell-based qHTS; stimulated with anti-CD3/CD4/CD28 beads; in transgenic mouse T cells; activation, % (series mostly up to about 46 µM); hit rate 0.065% among 360,000; AID 652025; in the data active = activation above about 50%; inconclusive = mostly about 30% to 49%; note: 0% is about no effect
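Using fluorescent plate cytometry, EGFP and DsRed are detected in transgenic mouse T cells stimulated 18 h at 37 degrees C with antibody-coated beads after 60 min compound pretreatment.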
PLK1 PBD inh = PLK1 (human) polo-box domain binding inhibition; P53350; Plk1 PBD binding of FITC phosphopeptide, fluorescence polarization; Potency, µM, for the others: max response, negative = inhibition, most hits filed as inhibitors; hit rate 2.8% among 360,000; AID 720504; note: potency is the fitted concentration of half-maximal effect; series mostly up to about 57 µM; % is set by controls: 0 for no effect and ±100 for the full control effect; nearly all actives have a fitted effect of over 65% in size
Target sequence (P53350 whole entry, looked up, the tested form may be a part): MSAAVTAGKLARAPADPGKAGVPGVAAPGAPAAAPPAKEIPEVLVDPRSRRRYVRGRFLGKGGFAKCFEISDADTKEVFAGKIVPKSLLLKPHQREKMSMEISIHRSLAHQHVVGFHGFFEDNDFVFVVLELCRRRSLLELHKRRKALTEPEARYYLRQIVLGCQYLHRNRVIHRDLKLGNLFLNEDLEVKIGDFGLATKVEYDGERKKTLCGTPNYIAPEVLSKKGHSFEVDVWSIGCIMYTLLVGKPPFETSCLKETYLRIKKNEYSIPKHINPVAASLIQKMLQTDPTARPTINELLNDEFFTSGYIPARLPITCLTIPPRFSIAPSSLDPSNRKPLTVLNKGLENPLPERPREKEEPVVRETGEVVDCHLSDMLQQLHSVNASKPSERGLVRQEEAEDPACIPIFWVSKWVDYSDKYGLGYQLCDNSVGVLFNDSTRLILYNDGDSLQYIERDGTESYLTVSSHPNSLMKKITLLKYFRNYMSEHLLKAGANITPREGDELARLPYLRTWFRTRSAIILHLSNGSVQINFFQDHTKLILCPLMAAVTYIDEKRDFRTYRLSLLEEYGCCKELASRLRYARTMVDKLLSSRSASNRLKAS
An asterisk follows results filed as active; ? = inconclusive; . = not tested or not shown; [ ] = another dose, or the depositor's remark. Unless noted, calls come from the whole dose curve; as a rule, active = well fitted curve in the direction sought with a large enough effect; inconclusive = small, poorly fitted or top-dose-only effect, or another doubt; inactive = no such curve, though single readings can be large; an effect the other way counts as inactive or inconclusive. Hits appear at their usual frequency; 4.1% or so of the library scored in one or more.

SMILES	PI5P4Ka inh	WRN inhibitor	EPAC1 ag	FUS suppressor	EPAC1 antagonist	Abeta yeast res	IL-2 act	PLK1 PBD inh
CCCCOC(=O)c1sc2nc(C)cc(C)c2c1N	17	-13%	0%	1%	8%	-35%[inhibitor]	-2.3	-9%
O=C(COC(=O)CNC(=O)c1sc2ccccc2c1Cl)NC1CCS(=O)(=O)C1 (centres undefined)	8	-9%	5%	7%	-6%	1%	-3.3	-8%
Cn1cc(Cl)c(-c2n[nH]c(=S)n2C2CCCCC2)n1	8	7%	7%	6%	-3%	-5%	0.0	-6%
Cc1ccc(NCCC(=O)c2ccc(Cl)c(Cl)c2)cc1	.	2%	1%	18%	-18%	0%	-3.0	-13%
COc1ccc(C2=C(c3ccc(OC)c(OC)c3)CN3CCCCC3C2)cc1 (centres undefined)	14	-3%	-1%	14%	-12%	-18%	-0.3	-10%
CCN(CC)S(=O)(=O)c1cccc(NC2=NCCCCC2)c1	-4	5%	-7%	-1%	-1%	3%	-2.9	-14%
O=C(O)c1ccccc1N(c1ccccc1)c1ccccc1	6	-4%	3%	5%	-26%	-6%	-1.6	-25%
CC1CCCCC1NC(=O)COc1cccnc1[N+](=O)[O-] (centres undefined)	-2	3%	3%	.	2%	-1%	-0.5	-7%
Cc1nn(C)cc1C(C)Nc1nc2nonc2nc1N1CCCCC1 (centres undefined)	3	-6%[57.1 µM]	1%	7%	-17%	3%	-1.2	-2%
CC(C)C(NC(=O)c1ccccc1)C(=O)NC1CCCc2ccccc21 (centres undefined)	1	9%	-6%	6%	22%	6%	1.3	-6%
CCOC(=O)C1CCCN(C(=O)c2ccc(S(=O)(=O)Nc3ccccc3OC)cc2)C1 (centres undefined)	1	7%	-8%	7%	-4%	-21%	0.4	-15%
C[C@H]1CN([C@@H](C)CO)C(=O)CCCn2nncc2CO[C@@H]1CN(C)Cc1cccc(O)c1	-5	0%	-11%	-8%	26%	0%	-3.0	-10%
CC1CN(CC(O)COC2CCC(C(C)(C)C)CC2)CC(C)O1 (centres undefined)	7	-4%	-8%	-24%	5%	-5%	-0.1	6%
O=C(CCn1nnc2ccccc21)Nc1nnc(COc2ccccc2F)s1	-6	-2%	-8%	43%	-5%	12%	1.4	-3%
CC/C(C)=N/Nc1ccc(S(=O)(=O)N2CCCC2)cc1[N+](=O)[O-]	8	-7%	-6%	21%	?	-7%	-2.0	-1%
C[C@H]1CN([C@@H](C)CO)C(=O)CCCn2nncc2CO[C@@H]1CN(C)C(=O)Nc1ccnc(N2CCOCC2)c1	8	-5%	-6%	-18%	-21%	1%	-3.5	-4%
COC(=O)c1sccc1NC(=O)c1ccc(OC)c(OC)c1	1	-6%	0%	20%	-10%	2%	-1.3	-2%
Cc1ccc(/C=N\NC(=O)c2cncc(Br)c2)o1	-10	-8%	18%	4%	0%	-5%	0.0	-16%
CN(C)S(=O)(=O)c1ccc(NC(=O)c2cc3ccccc3o2)cc1	.	-15%	15%	29%	-10%	17%	-0.1	2%
COc1cccc(CC(=O)OCC(=O)Nc2c(C)nn(-c3ccccc3)c2C)c1	-2	4%	4%	2%	3%	-3%	-2.6	2%

Single records (already shown). Order of screens: PI5P4Ka inh, WRN inhibitor, EPAC1 ag, FUS suppressor, EPAC1 antagonist, Abeta yeast res, IL-2 act, PLK1 PBD inh
`Cc1ccc(/C=N\NC(=O)c2cncc(Br)c2)o1` across the screens: -10, -8%, 18%, 4%, 0%, -5%, 0.0, -16%
`COC(=O)c1sccc1NC(=O)c1ccc(OC)c(OC)c1` across the screens: 1, -6%, 0%, 20%, -10%, 2%, -1.3, -2%
`O=C(CCn1nnc2ccccc21)Nc1nnc(COc2ccccc2F)s1` across the screens: -6, -2%, -8%, 43%, -5%, 12%, 1.4, -3%

(list continues)
SMILES	PI5P4Ka inh	WRN inhibitor	EPAC1 ag	FUS suppressor	EPAC1 antagonist	Abeta yeast res	IL-2 act	PLK1 PBD inh
Cc1ccc(C(=O)O)cc1-c1ccc(/C=C2\SC(=O)N(CC(=O)Nc3ccccc3)C2=O)o1	-56*	?	1%	48%	?	-2%	-0.1	?
Cc1c(C(=O)NCCC#N)sc(=O)n1Cc1ccc(C(=O)N(C)C)cc1	-2	2%[57.1 µM]	-5%	9%	3%	-13%	0.2	9%
CCOC(=O)NN1C(=O)c2ccccc2NC1c1ccc(OC)cc1 (centres undefined)	-4	-5%	1%	.	-20%	-21%	-0.2	-3%
COC(=O)c1cc(-c2ccc(C)cc2)n[nH]1	5	1%	-13%	7%	-20%	10%	1.9	-4%
Cc1ccc(Cn2c(SCC(=O)NCC3CCCO3)nc3c2c(=O)n(C)c(=O)n3C)cc1 (centres undefined)	4	9%	13%	1%	-24%	0%	-2.4	-3%
CCN(CC)c1ccc(C=NN2CCCCCC2)cc1	-1	6%	-6%	16%	11%	31%	0.8	-12%
Cc1cc(NC(=O)CSc2nnnn2-c2ccc(C(C)C)cc2)no1	-18	-5%	-18%	11%	-16%	1%	-2.3	27µM*
COc1ccccc1C1CCN(C(=O)c2ccc(C(C)(C)C)cc2)CC1	12	-3%	?	42%	-26%	-17%	-5.3	-1%
COc1ccccc1-c1ocnc1C(=O)Nc1ccc(N2CCOCC2)cc1N1CCOCC1	-1	7%	2%	25%	-19%	-8%	-1.4	-14%
OCCCNc1nc(-c2ccc(Cl)cc2)nnc1-c1ccccc1	5	-8%	-3%	.	-2%	16%	0.6	-5%
CSc1ncc(-c2ccc(Cl)cc2)[nH]1	-3	-1%	-4%	-7%	-1%	-14%	-1.8	-4%
CSc1ccc(CN(C)C(=O)c2cc(=O)c3ccccc3o2)cc1	17	9%	6%	19%	-3%	-9%	-0.2	-21%
CCC(C)[C@H](NC(=O)Nc1ccc(C)cc1C)C(=O)O (some centres undefined)	-3	2%	-8%	-19%	-4%	.	-0.3	4%
CC(C)Cc1ccc(C(=O)NCCOc2ccccc2)o1	6	2%	4%	15%	-6%	-3%	0.1	-4%
N#Cc1c(Cl)nc2c(c1C#N)CCCC2	-6	-23%	3%	10%	-7%	-27%	1.3	-8%
CCOc1cc(/C=N/Nc2nc(Nc3ccccc3)nc(N3CCCCC3)n2)ccc1OCC(=O)O	-23	-11%	-6%	-5%	-12%	0%	-3.7	-22%
O=C1CC(CC(=O)N/N=C/c2ccccc2[N+](=O)[O-])=NN1	-9	-14%	-4%	.	11%	0%	0.9	0%
COc1ccc(Nc2ccc([N+](=O)[O-])c3nonc23)c(OC)c1	-5	-7%	-18%	-19%	-10%	-6%	1.3	-12%
CCc1cccc(NC(=O)C2CCCN2S(=O)(=O)c2cccc3cccnc23)c1 (centres undefined)	11	-2%	3%	11%	6%	0%	1.6	0%
COc1ccc(-c2cc(C(=O)O)c3sc(N4CCCCC4)nc3n2)cc1OC	-23	-15%	-6%	27%	18%	1%	0.9	-8%
CC1CN(S(=O)(=O)c2cccc(C(F)(F)F)c2)CC(C)O1 (centres undefined)	7	-1%	-3%	-4%	-1%	11%	-0.9	3%
CCC12CN3CCN(CC(C3)/C1=N\NC(=O)c1ccc(Cl)cc1)C2	6	-4%[57.1 µM]	8%	-12%	-13%	-7%	-0.1	?
O=C1NCCc2c1[nH]c1c(Cl)ccc(Cl)c21	11	-5%	-1%	31%	14%	4%	1.4	-6%
O=C(Nc1cc(Sc2ccccn2)cc([N+](=O)[O-])c1)c1ccc(Cl)cc1	6	-26%	16%	-26%	-16%	-3%[9.22 µM]	0.8	-7%
COc1cccc(OC)c1C(=O)NNC(=O)c1ccc(F)cc1	-5	3%	5%	-14%	12%	19%	1.4	-7%
COc1ccc(N=Cc2ccc[nH]2)cc1	.	-20%	8%	8%	-9%	2%	-0.3	-7%
O=C(NCCC1=CCCCC1)c1ccc(Cl)c(S(=O)(=O)Nc2ccccc2)c1	.	-8%	26%	13%	-7%	-1%	-0.1	-7%
Cc1cc(NS(=O)(=O)c2ccc(NC(=O)CSc3nnc(-c4ccco4)n3N)cc2)nc(C)n1	-14	-33%	2%	.	-6%	-3%	0.0	4%
CCOC(=O)C1(C(F)(F)F)N=C(N(C)C)OC(N(C)C)=N1	6	7%	2%	-16%	-3%	2%	-1.4	-23%
Cc1ccccc1-n1c(SCC(=O)NCc2cccs2)nnc1-c1ccncc1	0	10%	-3%	1%	10%	-9%	-1.4	-9%
O=C(CCS(=O)(=O)c1cccc2nsnc12)N1CCN(c2ccccc2F)CC1	1	2%	1%	-2%	25%	5%	-1.0	-6%
FC(F)(F)c1cc(-c2ccco2)nc2ncnn12	-4	-22%	11%	.	-10%	-1%	-0.8	0%
O=[N+]([O-])c1ccc(CSc2nnc(SCc3ccccc3)s2)cc1	-4	4%	2%	2%	16%	-8%	0.1	-4%
COC(=O)c1ccc2nc(-c3ccco3)c(Cc3ccccc3)n2c1	-26	-10%	-8%	?	-26%	-55%[inhibitor]	0.1	?
CC(NC(=S)Nc1ccc([N+](=O)[O-])cc1)c1ccncc1 (centres undefined)	2	4%	1%	-15%	3%	-12%	-4.0	-16%
CCOC(=O)C1=CN(Cc2cccc(-c3ccc(Cl)nc3)c2)S(=O)(=O)N(C)C1C (centres undefined)	-6	-7%	-10%	?	1%	-5%	0.0	-8%
O=S(=O)(Cc1ccc(Cl)cc1)CC(O)COCc1ccccc1 (centres undefined)	.	-5%	10%	1%	9%	11%	1.9	-4%
COc1ccc(CNC(=O)CN(C(=O)CCC(=O)Nc2ccccn2)c2cccc(C)c2C)cc1	-4	4%[57.1 µM]	-6%	-12%	12%	-17%	0.2	0%
Cc1ccc(NC(=O)C2CCCN2S(=O)(=O)c2ccc3c(c2)CCC(=O)N3)cc1Cl (centres undefined)	-3	-5%	7%	4%	-10%	2%	-2.1	0%
COc1cnc(NS(=O)(=O)c2ccc(N)cc2)nc1	1	-4%	-2%	-27%	-16%	-13%	1.1	-13%
O=C1Nc2ccccc2/C1=N/N=C/c1ccc(-c2ccc([N+](=O)[O-])cc2)o1	-5	-36%[57.1 µM]	-7%	-33%	-15%	-9%	-0.3	-1%
C[C@H](CO)N1C[C@H](C)[C@@H](CN(C)C(=O)Nc2ccc(N3CCN(C)CC3)cc2)OCc2cnnn2CCCC1=O	7	-12%	3%	-27%	-8%	0%	-0.8	-21%

High-throughput results: PubChem, National Center for Advancing Translational Sciences (NCATS)
